D1 potentiator: human D1 dopamine receptor positive modulation; HEK293 TREx D1 cells, calcium flux, dopamine EC20 potentiation; P21728; AID 504651; potentiation, % at 10 µM; actives 0.036% (n = 360,000); in the data active = potentiation above about 30%; note: 0% is about no effect
D1 agonist: activates the human D1 dopamine receptor; activation, % at 2 µM; HEK293 T-REx D1 cells, calcium flux, agonist mode; actives 1% (n = 360,000); in the data active = activation above about 30%; note: 0% is about no effect
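Inducible HEK293 T-REx D1 cells, force-coupled to calcium signalling, were plated at 4000 cells/well with tetracycline and held overnight at 30 C. After no-wash calcium dye loading, compound-evoked calcium rise over 180 s flagged agonists.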
D2 antag: antagonizes the human D2 dopamine receptor; actives 2% (n = 340,000); inhibition, % at 10 µM; HEK293 TREx D2 cells, calcium flux, dopamine EC80; AID 485344; in the data active = inhibition above about 30%; note: 0% is about no effect
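Inhibition of EC80 dopamine-driven calcium flux, recorded kinetically, defines activity here; cells are a tetracycline-induced HEK293 T-REx line expressing force-coupled D2.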
RXFP1 antag: RXFP1 (human) relaxin receptor antagonism | Q9HBX9 | HEK293-RXFP1, relaxin-stimulated cAMP HTRF, 30 min; active compounds read low | activity change, negative = inhibition, % at 57.5 µM | actives 0.59% (n = 350,000) | AID 1259400;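 active = activity change of -60% or lower, but not beyond a set lower limit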; note: % is set by controls: 0 for no effect and ±100 for the full control effect
Target sequence (Q9HBX9 whole entry, looked up): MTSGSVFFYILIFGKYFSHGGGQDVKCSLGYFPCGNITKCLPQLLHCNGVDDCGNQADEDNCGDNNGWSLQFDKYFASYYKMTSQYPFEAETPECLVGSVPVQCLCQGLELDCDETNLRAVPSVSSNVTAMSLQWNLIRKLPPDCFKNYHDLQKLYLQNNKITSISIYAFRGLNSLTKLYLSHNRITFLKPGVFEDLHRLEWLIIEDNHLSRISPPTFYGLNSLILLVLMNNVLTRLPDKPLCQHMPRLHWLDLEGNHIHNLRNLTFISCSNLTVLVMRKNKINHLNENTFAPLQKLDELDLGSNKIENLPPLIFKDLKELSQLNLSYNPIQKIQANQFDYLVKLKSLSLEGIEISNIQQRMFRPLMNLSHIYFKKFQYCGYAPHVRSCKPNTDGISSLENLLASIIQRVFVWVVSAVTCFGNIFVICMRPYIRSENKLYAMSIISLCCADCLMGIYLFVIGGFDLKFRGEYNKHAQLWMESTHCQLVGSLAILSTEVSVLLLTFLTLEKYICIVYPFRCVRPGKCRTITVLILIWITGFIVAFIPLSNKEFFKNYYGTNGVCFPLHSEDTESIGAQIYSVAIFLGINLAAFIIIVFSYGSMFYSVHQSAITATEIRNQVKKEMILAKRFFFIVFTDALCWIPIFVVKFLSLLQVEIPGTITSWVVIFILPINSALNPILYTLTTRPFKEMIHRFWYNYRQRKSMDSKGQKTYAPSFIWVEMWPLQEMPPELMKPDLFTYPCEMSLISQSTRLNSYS
RXFP1 ag: activates the human relaxin receptor RXFP1 | actives 0.3% (n = 370,000) | AID 2676 | HEK293T-RXFP1 cAMP TR-FRET, 30 min; response scale: percent of porcine relaxin response, buffer zero | Potency, µM (titrated, usually from 57.5 µM), for inactives: at the highest dose activation, hits mostly activators; active = well fitted activation curve with a large enough effect; note: potency is the fitted concentration of half-maximal effect; % is set by controls: 0 for no effect and ±100 for the full control effect; nearly all actives have a fitted effect of over 60% in size; many of its hits are not listed in these tables
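cAMP rise read by TR-FRET after 30 min, 37C compound exposure (up to 58 uM) in RXFP1-transfected HEK293 cells with Ro 20174 present. EC50 from Hill-equation fits, with 29 nM porcine relaxin as 100% and buffer as basal.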
D2 ag: agonists of human D2 dopamine receptor; P14416; HEK293 T-REx D2 cells, calcium flux agonist mode; activation, % at 2 µM; actives 0.53% (n = 340,000);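 active = activation over 3 SD above normal in the single-dose calcium agonist read, cut at about 30% in these data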; note: 0% is about no effect
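HEK293 Trex D2 cells, tetracycline-induced, o/n 30 C 5% CO2; no-wash Ca dye, RT 30–90 min; 10-cycle baseline, 23 nl cpd added, kinetic Ca read 180 s; agonist hits = positive Ca response.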
TRHR enhancer: allosteric enhancers of human TRH receptor | P34981 | TRHR cells, fluo-8 calcium fluorescence, EC20 TRH enhancement | enhancement, % at 2 µM | actives 0.66% (n = 360,000); in the data active = enhancement above about 30%; note: 0% is about no effect
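TRHR-expressing cells loaded with fluo-8 calcium dye were read kinetically (ex 480/em 530) during compound addition, then stimulated with an EC20 of TRH (10 nM final). Enhancement of the Gq-mediated intracellular calcium response was scored.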
D1 antag: antagonists of human D1 dopamine receptor; P21728; HEK293 TREx D1 cells, calcium flux, dopamine EC80; active compounds read low; activity change, negative = inhibition, % at 10 µM; actives 3.2% (n = 360,000); AID 504652; in the data active = activity change below about -30%; note: % is set by controls: 0 for no effect and ±100 for the full control effect
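HEK293 T-REx cells expressing inducible, force-coupled D1 receptor; no-wash Ca dye, 30–90 min RT. Cmpd → 180 s read at 1 Hz → EC80 DA → 180 s read.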
D2 potentiator: positive allosteric modulators of human D2 dopamine receptor | HEK293 T-REx D2, calcium flux, EC20 dopamine potentiation | P14416 | potentiation, % at 10 µM | AID 485347 | actives 0.34% (n = 340,000);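 active = potentiation over 3 SD above the plate norm, cut at about 30% in these data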; note: 0% is about no effect
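Cells plated with tetracycline inducer and held overnight at 30 C; calcium dye loaded 30–90 min at room temperature; baseline taken, compound added and read 180 s; EC20 dopamine then added and read 180 s.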
Active calls of the source: *; / = no result given; & = joins results of further samples. Some of the compounds tested; rates above refer to the full screens.

SMILES | D1 potentiator | D1 agonist | D2 antag | RXFP1 antag | RXFP1 ag | D2 ag | TRHR enhancer | D1 antag | D2 potentiator
O=C1c2oc3ccc(Cl)cc3c(=O)c2C(c2cccc(Br)c2)N1CCO (stereo not given) | -3 | 2 | 26 | -11 | 0.7% | 0.0 | -1 | -11 | -8
Cc1ccn2cc(CCNC(=O)COc3ccccc3)nc2c1 | 1 | 0 | -8 | 0 | 1.9% | 0.2 | 3 | -8 | -8
COc1ccc(C(=O)COC(=O)CCc2ccccc2)cc1 | 1 | 3 | 18 | -6 | 0.0% | 0.0 | -7 | -11 | -3
O=C(c1ccc(-c2ccccc2)cc1)C1CCCN(Cc2ccncc2)C1 (stereo not given) | 5 | 2 | 75* | -3 | -2.7% | 0.0 | -15 | 32 | -38
O=C(NCc1cccnc1)/C(=C/c1ccccc1)NC(=O)c1ccccc1 | 4 | 1 | 21 | -15 | 0.9% | -0.8 | -3 | -4 | -5
CC1(C(=O)NCC2CCCO2)Oc2cccnc2NC1=O (stereo not given) | 1 | 0 | 13 | 11 | -1.5% | 0.0 | 9 | -8 | 14
COc1ccccc1C(C)N(C)Cc1nc(COc2ccccc2)no1 (stereo not given) | 3 | 1 | 10 | -9 | -1.2% | -0.7 | -4 | 5 | 2
CCOC(=O)CC1OC(=O)c2cc3c(cc21)C(=O)OC3CC(=O)OCC (stereo not given) | -7 | 0 | 13 | 9 | 10% | 0.0 | 3 | 3 | 12
Cc1cc(NC(=O)NC2(C(F)(F)F)Oc3ccc(Cl)cc3O2)no1 (stereo not given) | -4 | -1 | 1 | 5 | 0.3% | -0.9 | 0 | 9 | 19
CCN(CC(=O)Nc1ccccc1OC)C(=O)CSCC(=O)Nc1ccc(OC)cc1 | -4 | -2 | -7 | 1 | -0.9% | -0.7 | 1 | 7 | 13
O=CNCC(=O)NCCc1ccc(Cl)cc1 | 0 | 1 | -6 | 14 | 2.5% | 0.5 | 3 | -10 | 0
Cn1nc(C(=O)Nc2ccc3c(c2)OCCO3)cc1C(=O)O | 4 | 1 | -23 | -2 | 1.5% | 0.8 | 19 | 14 | 0
Cc1nc2cc(-c3ccc(Cl)cc3)nn2c(C)c1CCC(=O)N1CCN(c2ccccc2)CC1 | -3 | 0 | / | / | 6.6% | -1.8 | 13 | -6 | 13
CCN(CC)C(=O)C(=O)Nc1ccc(F)c(Cl)c1 | / | 6 | 12 | 4 | 0.0% | -0.6 | -7 | 5 | -1
CCN(c1ccc(OC)cc1)S(=O)(=O)c1nnc(NC(=O)c2ccccc2C)s1 | -1 | 3 | / | -21 | -0.4% | -0.3 | -2 | -9 | -3
C#CCOCCOCCOCCNc1nc(N2CCN(C(=O)CCCCCCCCCCNC(=O)Cn3cc(C[C@@H](C)O)nn3)CC2)nc(N2CCN(C(=O)CCCCCCCCCCNC(=O)[C@H](CCCCN)n3cc(CCCC(=O)O)nn3)CC2)n1 | -1 | 9 | -4 | / | -0.2% | -0.6 | 13 | -1 | 12
Cn1cc(S(=O)(=O)N2CCCCCC2)cc1C(=O)Nc1ccccc1F | -1 | -1 | / | / | 3.4% | 0.1 | -4 | 12 | -4
COc1ccc(NC(=O)CC2C(=O)N(c3cccc(OC)c3)C(=O)N2CCC2=CCCCC2)cc1 (stereo not given) | -3 | 4 | / | / | 26% | -0.2 | -6 | -8 | -25
COc1ccc(-n2ncc(C(=O)Nc3ccc4c(c3)OCCO4)c2C2CCN(C(=O)OC(C)(C)C)CC2)cc1 | 0 | 3 | / | -4 | -1.6% | 0.6 | -7 | 2 | 4
CCOC(=O)C1=C(CS(=O)(=O)c2cccc(C(F)(F)F)c2)NC(=O)NC1c1cccc(OC)c1 (stereo not given) | 1 | -3 | / | / | -2.3% | -0.3 | 9 | 8 | 2
O=C(CSc1n[nH]c(-c2ccc(F)cc2)n1)NCc1ccccc1Cl | -1 | 3 | / | -24 | 4.6% | -4.1 | 1 | -5 | -3
COc1ccc(C(=O)NCC(=O)OCC(=O)Nc2cccc(S(=O)(=O)N3CCCC3)c2)cc1 | 2 | 1 | -2 | -1 | -4.3% | 0.0 | -7 | -4 | -8
N=c1oc2ccc3ccccc3c2cc1-c1nc(-c2ccccc2)cs1 | -5 | 2 | 4 | -9 | 0.3% | 0.2 | 2 | -3 | 6
Fc1cccc(-c2nnn3c2nc(NCc2ccc4c(c2)OCO4)c2ccccc23)c1 | -1 | 2 | / | / | 3.0% | -0.5 | 3 | -8 | 5
CSc1ccc(CNc2cccc3ccccc23)cc1 | -1 | 0 | -7 | -18 | 1.3% | -0.4 | -9 | 11 | -6

Compound profiles, from the list above. Screens in order: D1 potentiator	D1 agonist	D2 antag	RXFP1 antag	RXFP1 ag	D2 ag	TRHR enhancer	D1 antag	D2 potentiator
COc1ccc(-n2ncc(C(=O)Nc3ccc4c(c3)OCCO4)c2C2CCN(C(=O)OC(C)(C)C)CC2)cc1 reads 0	3	/	-4	-1.6%	0.6	-7	2	4
CCN(CC)C(=O)C(=O)Nc1ccc(F)c(Cl)c1 reads /	6	12	4	0.0%	-0.6	-7	5	-1
C#CCOCCOCCOCCNc1nc(N2CCN(C(=O)CCCCCCCCCCNC(=O)Cn3cc(C[C@@H](C)O)nn3)CC2)nc(N2CCN(C(=O)CCCCCCCCCCNC(=O)[C@H](CCCCN)n3cc(CCCC(=O)O)nn3)CC2)n1 reads -1	9	-4	/	-0.2%	-0.6	13	-1	12
COc1ccccc1C(C)N(C)Cc1nc(COc2ccccc2)no1 (stereo not given) reads 3	1	10	-9	-1.2%	-0.7	-4	5	2

Other records follow:
SMILES | D1 potentiator | D1 agonist | D2 antag | RXFP1 antag | RXFP1 ag | D2 ag | TRHR enhancer | D1 antag | D2 potentiator
O=C(CCC(=O)N(CC(=O)NC1CCCCC1)c1ccccc1F)Nc1nccs1 | / | 2 | -14 | -13 | -2.3% | 0.2 | 3 | 4 | 5
Cc1ccc(NC(=O)COC(=O)C2(c3ccc(Cl)cc3)CCCC2)cc1 | -11 | 15 | 1 | -7 | 1.8% | 3.4 | 1 | -21 | 4
Cc1ccc(OCC(O)CN2CCOCC2)c(C)c1 (stereo not given) | 8 | 3 | / | 5 | -0.1% | / | 1 | 1 | /
O=C(Nc1c(-c2ccccc2)nc2ccccn12)c1cccc(F)c1 | 1 | 4 | -1 | -7 | 1.1% | -1.4 | -2 | 25 | 2
Cc1cccc(NC(=O)C2CCCN2/C=C/C(=O)C(F)(F)F)c1C (stereo not given) | -4 | 0 | -1 | -3 | 2.4% | 1.0 | 2 | -1 | 3
Cc1ccc(S(=O)(=O)c2ccc(Cl)cc2)cc1S(N)(=O)=O | -4 | 1 | -5 | 4 | -1.7% | -0.5 | -3 | 26 | 14
O=Cc1ccc(Oc2nc(Cl)ncc2F)cc1 | -4 | 3 | -17 | 1 | 1.6% | -0.6 | 10 | 1 | 2
CO/N=C/CC(=O)c1ccc(-c2ccccc2)cc1 | 3 | 5 | -7 | 4 | 0.2% | -1.0 | -8 | 4 | 0
COc1ccc(-n2ccc(=O)c(C(=O)Nc3ccc(S(=O)(=O)Nc4nccs4)cc3)n2)cc1 | -6 | 2 | -7 | -3 | 3.2% | 0.4 | -2 | -19 | 1
O=C(N/N=C/c1c(F)cccc1Cl)c1cc(C2CC2)[nH]n1 | -4 | 2 | -1 | -5 | -4.7% | -0.2 | -11 | -6 | -8
COc1ccccc1C(=O)NC(=O)COC(=O)CCOc1cc(C)ccc1C | 2 | 7 | / | -3 | 2.1% | / | 10 | 7 | 2
CCN1C(=O)[C@@H]2[C@@H](c3ccc(-c4ccc(OC)cc4)c(OC)c3)N3CCCC[C@@]3(C(=O)OC)[C@@H]2C1=O | -6 | 1 | 0 | / | -0.2% | 0.7 | -3 | -13 | -12
COc1cc2c(cc1OC)C1C(C(=O)Nc3ccccc3N3CCN(C)CC3)c3ccccc3C(=O)N1CC2 (stereo not given) | 1 | 1 | -26 | 1 | 3.8% | 0.2 | -2 | -19 | 25
CCCOC(=O)CC1C(=O)NCCN1Cc1cc(OC)cc(OC)c1 (stereo not given) | 3 | 1 | / | -6 | -1.7% | / | 1 | 30 | /
O=C(NCc1ccccc1)C1=C[C@H](c2ccc3c(c2)OCO3)C[C@H](OCCCCO)O1 | -4 | -2 | 19 | / | -0.5% | 0.0 | 2 | -29 | 5
O=C(NCC1CCCO1)C1CCCN1C(=O)NC1CCCCC1 (stereo not given) | -7 | 3 | 10 | 3 | -0.4% | 0.9 | 1 | -2 | -3
N#CC1(NC(=O)COC(=O)C23CC4CC(CC(O)(C4)C2)C3)CCCCC1 | -6 | 3 | 10 | 4 | 0.3% | 1.3 | -3 | -5 | -1
Cc1cccc(N2CCN(C(=O)c3ccc4c(c3)OCCO4)CC2)c1C | -3 | 2 | 4 | -26 | 2.1% | 0.3 | 2 | 1 | 5
CN(CC(=O)Nc1ccc(Cl)c(C(F)(F)F)c1)C(=O)Cn1cc([N+](=O)[O-])ccc1=O | 3 | 0 | 2 | -1 | -1.3% | 0.2 | 11 | 12 | 0
CC(C(=O)NC1CC1)c1ncc(C(F)(F)F)cc1Cl (stereo not given) | -2 | 2 | / | -18 | 0.5% | / | -2 | -12 | /
CC(C)c1ccc(NC(=O)[C@@H](C)NC(=O)[C@@H]2Cc3ccccc3CN2)cc1 | 0 | 9 | -6 | -4 | 0.2% | -0.1 | 10 | 6 | 5
COc1ccc(NC(=O)NC2(C(=O)N3CCCCCC3)CCCCC2)cc1 | 1 | 1 | 12 | -1 | 0.8% | 0.4 | -10 | 4 | 10
COc1ccc(OC)c(/C(O)=C/C(=O)C(=O)Nc2cc(C)cc(C)c2)c1 | -3 | 1 | 28 | 4 | 0.2% | -0.6 | -1 | 3 | -8
COc1cc(NC(=O)CCc2c(C)nn(-c3ccc(N4CCOCC4)nn3)c2C)cc(OC)c1OC | 1&-5 | 0&1 | 7 | 16 | 0.1%&4.7% | -0.2&-1.1 | 5&-3 | -5&-15 | 13&-11
CCS(=O)(=O)N1CCC(C(=O)Nc2ccccc2OC)CC1 | -9 | 1 | -17 | 18 | 1.7% | 0.1 | 0 | -5 | 9
Cn1nc(C(=O)Nc2ccc(S(=O)(=O)N3CCOCC3)cc2)c2ccccc2c1=O | -13 | 2 | -7 | -1 | 5.9% | 0.4 | -7 | 2 | 1
Cc1ccc(NC(=O)C2CCCN2S(=O)(=O)c2ccc3c(c2)n(C)c(=O)c(=O)n3C)c(C)c1 (stereo not given) | -10 | 3 | 4 | -12 | 6.3% | -0.1 | 16 | 5 | 3
O=[N+]([O-])c1ccc(N/N=C/c2sc(N3CCOCC3)nc2-c2ccccc2)c(S(=O)(=O)Nc2ccc(Cl)cc2)c1 | -4 | 62* | 16 | -6 | 4.8% | 25 | -2 | -35* | 5
O=C1CC(NNC(=O)c2ccc(Br)cc2)C(=O)N1 (stereo not given) | -4 | 3 | -5 | -16 | 0.5% | -1.5 | -5 | -19 | 4

Screening results: PubChem BioAssay, National Center for Advancing Translational Sciences (NCATS)
